# Screening results: PubChem BioAssay, MTDP
# RNase H inhibition: RNase H inhibition, HIV 1 Gag Pol polyprotein, FRET biochemical assay, screening (AID 372); one-dose inhibition, % at 10 µM; IC50 in µM for titrated hits; 0.77% of 100,000 active; HIV-1 RT RNase H, FRET RNA/DNA substrate fluorescence; higher % means a stronger effect; in the data active = inhibition above about 50%
# * marks the source's active call; other numbers are inactive results.
SMILES,RNase H inhibition
O=C(Nc1cccc(NC(=O)c2ccccc2[N+](=O)[O-])c1)c1ccco1,8%
CC(=O)Nc1ccc2sc(/C=C/C=C/C=C/N(C)c3ccccc3)[n+](CCO)c2c1,17%
O=C(O)c1ccc(NC(=O)c2ccc(Cl)c(S(=O)(=O)N3CCOCC3)c2)cc1,0%
COc1cc(/C=N/n2c(C)nnc2-n2nc(C)cc2C)cc(I)c1O,19%
COC(=O)c1c(NC(=O)/C=C\C(=O)O)sc(C)c1C,2%
CC(=O)N/C(=C\c1ccc(F)cc1)C(=O)NC(C(=O)O)C(C)C (stereo not drawn),0%
O=C(O)CN=C(NS(=O)(=O)c1ccc(Cl)cc1)c1ccccc1,0%
O=C(/C=C/c1ccccc1)Nc1ccc(-c2nc3cc(NC(=O)/C=C/c4ccccc4)ccc3[nH]2)cc1,72%*
O=C(Cc1ccccc1)Nc1ccc2oc(-c3cc(Cl)ccc3Cl)nc2c1,39%
Cc1ccc2c(Cl)c(C(=O)N3CCN(c4ccc(Cl)cc4)CC3)sc2c1,4%
Cc1cc(NC(=O)c2ccc([N+](=O)[O-])cc2)ccc1NC(=O)c1ccccc1,2%
CCOc1ccc(C(=O)NC(=S)Nc2ccc3nn(-c4cccc5ccccc45)nc3c2)cc1,42%
COc1cc(C(=O)Nc2ccccc2OC(C)C)cc(OC)c1OC,0%
CC1=NN(c2ccc([N+](=O)[O-])cc2)C(=O)/C1=C/c1ccccc1Cl,16%
Cc1ccccc1/C=N/NC(=O)c1ccoc1C,14%
CCOc1ccc2nc(SCC(=O)Nc3cc(Cl)ccc3Cl)sc2c1,1%
Cc1ccc(-c2nc3cc(NC(=O)COc4ccccc4C)ccc3o2)cc1,15%
O=C(O)c1ccccc1C(=O)n1cnc2ccccc21,3%
CCOc1cc(C=C2C(=O)NC(=O)NC2=O)ccc1OCc1ccc(Cl)c(Cl)c1,40%
CC(=O)Nc1ccc(N2C(=O)C3C4C=CC(CC4)C3C2=O)cc1 (stereo not drawn),2%
O=C(c1ccc(Cl)cc1Cl)N1CCN(c2ccc([N+](=O)[O-])cc2F)CC1,1%
COc1ccc(CN2CCN(Cc3cccc(Cl)c3)CC2)c(OC)c1OC,2%
CC1=C(C(=O)OCC(Cl)(Cl)Cl)C(c2ccc(Cl)c(Cl)c2)NC(=O)N1 (stereo not drawn),11%
O=C(c1ccc(Cl)cc1[N+](=O)[O-])N1CCN(c2cccc(Cl)c2)CC1,12%
O=C(O)C1Cc2c([nH]c3ccccc23)C(c2ccc(Cl)c(Cl)c2)N1 (stereo not drawn),5%

# Part of the list above in order of molecular weight, low to high.
SMILES,RNase H inhibition
Cc1ccccc1/C=N/NC(=O)c1ccoc1C,14%
Cc1ccc(-c2nc3cc(NC(=O)COc4ccccc4C)ccc3o2)cc1,15%
O=C(/C=C/c1ccccc1)Nc1ccc(-c2nc3cc(NC(=O)/C=C/c4ccccc4)ccc3[nH]2)cc1,72%*

# (more compounds)
SMILES,RNase H inhibition
O=C(NNC(=O)C(c1ccccc1)c1ccccc1)c1cccc(Cl)c1,14%
COc1ccccc1N1C(=O)c2ccc3c4c(ccc(c24)C1=O)CC3,2%
c1cnc2cc3c(cc2n1)Nc1nonc1N3,19%
CCCCCCNc1cc(C)oc(=O)c1C(C)=O,8%
CCOc1ccccc1OCC(=O)NN,0%
O=C(NCCOc1ccccc1F)c1cc(F)c(F)cc1Cl,5%
Cc1cc([N+](=O)[O-])ccc1-c1ccc(/C=C2/C(=N)N3N=C(c4ccccc4)SC3=NC2=O)o1,18%
O=C(N/N=C/c1ccc(Cl)c([N+](=O)[O-])c1)c1ccccn1,11%
CCOC(=O)C1=C(C)N=c2s/c(=C\c3cc(C)n(-c4ccc(F)cc4)c3C)c(=O)n2C1c1cc(OC)ccc1OC (stereo not drawn),16%
COc1cccc(C(=O)Nc2ccc(OC)c(OC)c2)c1,3%
N#Cc1c(-c2cccc(Br)c2)cc(-c2ccccc2)nc1N,24%
Cc1ccc(NC(=O)c2c(NC(=O)c3cccs3)sc3c2CCCCC3)c(C)c1,9%
Cc1ccc2c(c1Br)C1(C(=O)N2)C(C#N)=C(N)Oc2c1c(=O)oc1ccccc21 (stereo not drawn),10%
CC12C=CC(O1)C1C(=O)N(c3ccc(N4CCOCC4)cc3)C(=O)C12 (stereo not drawn),0%
COC(=O)c1ccc(NC(NC(=O)c2ccco2)C(=O)c2ccc(C)cc2)cc1 (stereo not drawn),15%
O=C(Nc1ccccc1)N1CCCC1,0%
O=C(/C=C/c1ccco1)Nc1ccc(NC(=O)c2ccc(Cl)cc2Cl)cc1,29%
Cc1cccc(NC(=O)c2ncn[nH]2)c1C,0%
Cc1ccc(-c2ccc(/C=C3/C(=O)NN(c4ccc(F)cc4)C3=O)o2)c([N+](=O)[O-])c1C,38%
Cc1cc(NC(=O)c2ccc([N+](=O)[O-])c(C)c2)ccc1-c1cc2ccccc2oc1=O,17%
CS(=O)(=O)N(Cc1ccco1)CC(O)Cn1c2ccccc2c2ccccc21 (stereo not drawn),2%
O=c1[nH]c(CN2CCCC3(CCCCC3)C2)nc2c1C1(CCCCC1)Cc1ccccc1-2,0%
Cc1cc(C=C2C(=O)c3ccccc3C2=O)c(C)n1-c1ccc(N2CCOCC2)cc1,6%
C=C(C)Cn1c(SCC(=O)c2ccc(OC)cc2)nnc1-c1ccco1,5%
O=C1/C(=C/c2cccs2)N=C(c2cccs2)N1Nc1ccccc1,19%
# Continuation.
SMILES,RNase H inhibition
O=C(COc1ccc(Cl)cc1)Nc1ccc(-c2nc3ncccc3o2)cc1,14%
Cc1c(NC(=O)CCN2C(=O)c3ccccc3C2=O)c(=O)n(-c2ccccc2)n1C,2%
Cc1cc(C(C)C)ccc1OCC(=O)N=Nc1c(O)n(C)c2ccc(Br)cc12,23%
Cc1nc(-c2ccc(Br)cc2)[nH]c(=O)c1C,13%
COc1cc(CN2CCN(C(=O)c3ccccc3)CC2)cc(OC)c1O,11%
CCN(CC)c1ccc(C=Nc2ccc(Cl)cc2)c(O)c1,2%
COc1ccc2ccccc2c1-c1nnc2ccc3ccccc3n12,9%
CCOc1ccc(/C=C2/NC(=O)NC2=O)cc1Cl,4%
Brc1cccc(-c2ccc(/C=N/Nc3nc(N4CCOCC4)nc(N4CCOCC4)n3)o2)c1,4%
N#C/C(=C\c1ccccc1O)C(=O)Nc1sc2c(c1C(N)=O)CCCC2,3%
Cc1c(Cl)cccc1-n1ncnc1-c1ccc(Cl)cc1,7%
COC(=O)c1ccc(C2C(C(=O)OCC(C)C)=C(C)NC3=C2C(=O)CCC3)cc1 (stereo not drawn),14%
COC(=O)C1C(=O)CC(C)(O)C(C(=O)OC)C1c1ccc(Br)cc1 (stereo not drawn),10%
O=C1NC(=S)NC(=O)C1=Cc1cc(Cl)c(OCc2ccccc2F)c(Cl)c1,16%
Cc1ccc(OCC(=O)Nc2ccccc2CO)c(C)c1,10%
COc1cccc(-n2c(O)c(C=Nc3cc(OC)c(OC)c(OC)c3)c(=O)[nH]c2=O)c1,7%
O=C(O)CC1SC(=NC(=O)c2ccco2)N(c2ccccc2)C1=O (stereo not drawn),0%
CCOc1ccc(C(=O)Nc2cc3nn(-c4ccc(C)cc4)nc3cc2C)cc1[N+](=O)[O-],0%
COc1cc(/C=C2\C(=O)NC(=S)N(c3cccc(Br)c3)C2=O)cc(Cl)c1O,12%
O=[N+]([O-])c1ccc(O)c(C=Nc2ccc(I)cc2)c1,3%
CCCSc1nnc2c(n1)OC(c1ccc(N(CCC)CCC)cc1)Nc1ccccc1-2 (stereo not drawn),19%
CC(=O)C1=C(O)C(=O)N(CCCC(=O)O)C1c1ccc(Br)cc1 (stereo not drawn),16%
CC(=O)NS(=O)(=O)c1ccc(N2CCCC2=O)cc1,8%
COc1ccc(C(=O)N/C(=C/c2ccc(-c3ccc(Cl)cc3)o2)C(=O)N(C)C)cc1,0%
O=C1OC(c2ccccc2)=C/C1=C/c1ccc([N+](=O)[O-])cc1,2%
# Later entries
SMILES,RNase H inhibition
Nc1nnnn1/N=C/c1ccc(OCc2ccccc2)cc1,7%
COC(=O)C1=NN(C(=O)c2cccc(Br)c2)C(O)(c2ccccc2)C1 (stereo not drawn),10%
Cc1ccccc1C(=O)Nc1ccc(F)cc1F,0%
COCCNC(=O)COc1ccc(Br)c(C)c1,5%
Cc1ccc(-c2ccc(/C=C3\C(=O)NN(c4ccccc4)C3=O)o2)c([N+](=O)[O-])c1,26%
COC(=O)CN1C(=O)C(=O)c2ccccc21,5%
CC(=O)NC(NC(=S)Nc1ccccc1Br)C(Cl)(Cl)Cl (stereo not drawn),2%
CCOC(=O)c1c(C)n(-c2ccc(OC)cc2)c2ccc(Oc3ncccc3C#N)cc12,14%
COc1ccc(-c2cc(-c3ccc(C)cc3)nc(N/N=C/c3cccc(OC)c3O)n2)cc1OC,6%
O=S(=O)(Nc1cccc(I)c1)c1ccc2ccccc2c1,52%*
CCSc1nnc(NC(=O)C2CC3CCC2C3)s1 (stereo not drawn),0%
CCOc1ccc(C(=O)/C=C/c2ccccc2F)cc1,5%
CCOc1cc(C(=O)NC(=S)Nc2ccc(Cl)c([N+](=O)[O-])c2)cc(OCC)c1OCC,10%
COc1ccc(/C=N/NC(=O)c2nonc2C)cc1,3%
Cc1ccc(NC(=O)COc2ccc(Cl)cc2)c(C)c1,13%
COc1cnn(Cc2ccccc2)c(=O)c1Cl,0%
Cc1cnc(NC(=O)c2ccc([N+](=O)[O-])cc2)s1,2%
CC(/C=N\NC(=O)COc1cccc(Cl)c1)=C\c1ccccc1,0%
CCOc1cc(/C=C2\C(=O)NC(=O)N(c3cc(C)cc(C)c3)C2=O)cc(Cl)c1O,14%
Cc1nnc(N/N=C/c2ccc(Cl)c([N+](=O)[O-])c2)[nH]c1=O,0%
NC(=O)c1c(NC(=O)C(c2ccccc2)c2ccccc2)sc2c1CCCCC2,17%
CCOC(=O)c1ccc(NC(=O)c2cccc(Cl)c2Cl)cc1,10%
CCN(CC)c1ccc(N=Cc2ccccc2OCc2ccccc2)cc1,7%
COc1ccc2c(c1)-c1c(ssc1=S)C(C)(C)N2C(=O)CN1C(=O)c2ccccc2C1=O,0%
O=C(NC1CCCCCC1)c1c(F)c(F)c(F)c(F)c1F,3%
# Next structures follow.
SMILES,RNase H inhibition
O=C1CCCC2=C1C(c1ccc(O)c(O)c1)Nc1ccc3ncccc3c12 (stereo not drawn),47%
N/C(=N\c1nc(C(F)(F)F)cc(=O)[nH]1)Nc1ccc(I)cc1,10%
Cc1cc2oc(=O)cc(C)c2cc1NC(=O)/C=C/C(=O)O,3%
O=C(CC1S/C(=N\N=C\c2ccccc2)NC1=O)Nc1ccccc1F (stereo not drawn),0%
COc1ccccc1/C=C1\SC(=N)N(c2ccc(F)cc2)C1=O,28%
Oc1cc2ccccc2cc1-c1nc2c3c4c(sc3ncn2n1)CCCC4,0%
O=c1c2c(nc3cc(-c4ccc(F)cc4)[nH]n13)CCC2,3%
CCSc1nnc2c(n1)OC(c1ccc(C(=O)O)cc1)Nc1ccccc1-2 (stereo not drawn),2%
CC1(C)CC(=O)C2=C(C1)Nc1ccccc1N(C(=O)Cc1ccccc1)C2c1ccc(Cl)cc1 (stereo not drawn),34%
O=C(NN1C(=O)CSC1c1ccc(Br)cc1)c1ccccc1 (stereo not drawn),5%
COC(=O)c1ccccc1NC(=O)c1ccccc1NC(=O)c1ccc(OC)cc1,6%
O=C(NNc1ccccc1)C(O)(Cc1ccccc1)Cc1ccccc1,7%
CN1CCc2c(sc3[nH]c(=S)n(CCc4ccccc4)c(=O)c23)C1,8%
O=C(CSc1nc2ccc(Br)cc2c(=O)n1-c1ccccc1)Nc1ccccc1[N+](=O)[O-],12%
Cn1cnnc1Sc1nc2c(c(=O)n(C)c(=O)n2C)n1Cc1ccc(F)cc1,8%
COc1cc(/C=C/C(=O)O)cc(S(=O)(=O)NCCCC(=O)O)c1OC,7%
Cc1ccccc1/C=N/NC(=O)COc1ccc(Cl)cc1,13%
COc1ccc(CNCC(CO)C2(Cc3ccccc3)CCOC(C)(C)C2)cc1 (stereo not drawn),19%
O=C1c2ccccc2C(=O)C1c1cccc2ccccc12,0%
CCN(C(=O)c1cc(OC)c(OC)c(OC)c1)c1ccccc1,9%
CC(=O)Nc1nc2ccccc2n1CCN(C)C,6%
O=C1CC(O)(C(F)(F)F)Oc2ccc(Cl)cc21 (stereo not drawn),15%
CCn1cc(C=C2C(=O)N(C)C(=S)N(C)C2=O)c2ccccc21,0%
COc1cccc(OCCCCCCN2CCCCC2)c1,3%
Cc1ccc(C(=O)N/C(=C\c2sccc2C)C(=O)NCCCN2CCOCC2)cc1,6%
CCCC(=O)c1ccc(N2CCN(C(=O)c3ccccc3F)CC2)c(F)c1,7%
CC(=O)Oc1cccc(N2C(=O)c3ccc(C(=O)c4ccc5c(c4)C(=O)N(c4cccc(OC(C)=O)c4)C5=O)cc3C2=O)c1,7%
CCCCOC(=O)c1cccc(NC(=O)c2ccc([N+](=O)[O-])cc2)c1,1%
Cc1cccc(-c2cc3nc(-c4ccc([N+](=O)[O-])cc4)cc(=O)n3[nH]2)c1,11%

# In the list so far, these have bromine:
SMILES,RNase H inhibition
N#Cc1c(-c2cccc(Br)c2)cc(-c2ccccc2)nc1N,24%
Cc1ccc2c(c1Br)C1(C(=O)N2)C(C#N)=C(N)Oc2c1c(=O)oc1ccccc21 (stereo not drawn),10%
Cc1cc(C(C)C)ccc1OCC(=O)N=Nc1c(O)n(C)c2ccc(Br)cc12,23%
Cc1nc(-c2ccc(Br)cc2)[nH]c(=O)c1C,13%
Brc1cccc(-c2ccc(/C=N/Nc3nc(N4CCOCC4)nc(N4CCOCC4)n3)o2)c1,4%
COC(=O)C1C(=O)CC(C)(O)C(C(=O)OC)C1c1ccc(Br)cc1 (stereo not drawn),10%
COc1cc(/C=C2\C(=O)NC(=S)N(c3cccc(Br)c3)C2=O)cc(Cl)c1O,12%
CC(=O)C1=C(O)C(=O)N(CCCC(=O)O)C1c1ccc(Br)cc1 (stereo not drawn),16%
COC(=O)C1=NN(C(=O)c2cccc(Br)c2)C(O)(c2ccccc2)C1 (stereo not drawn),10%
COCCNC(=O)COc1ccc(Br)c(C)c1,5%
CC(=O)NC(NC(=S)Nc1ccccc1Br)C(Cl)(Cl)Cl (stereo not drawn),2%
O=C(NN1C(=O)CSC1c1ccc(Br)cc1)c1ccccc1 (stereo not drawn),5%
O=C(CSc1nc2ccc(Br)cc2c(=O)n1-c1ccccc1)Nc1ccccc1[N+](=O)[O-],12%

# An excerpt; count on the stated rates, not on these rows.
